APJ agonist = agonists of human apelin receptor APJ, primary screen, CHO-K1 cells, PathHunter beta-arrestin, luminescence | P35414 | 0% DMSO wells, 100% apelin | activation, % at 20 µM | 330,000 compounds, 0.11% hits | AID 2520, 2010;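 active means activation more than six SD over the plate average, tested at 20 µM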;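 further: 0% = DMSO alone and 100% = apelin-13 at 10 nM; some results filed as inactive read as strong as hits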
Target sequence (P35414 whole entry, looked up): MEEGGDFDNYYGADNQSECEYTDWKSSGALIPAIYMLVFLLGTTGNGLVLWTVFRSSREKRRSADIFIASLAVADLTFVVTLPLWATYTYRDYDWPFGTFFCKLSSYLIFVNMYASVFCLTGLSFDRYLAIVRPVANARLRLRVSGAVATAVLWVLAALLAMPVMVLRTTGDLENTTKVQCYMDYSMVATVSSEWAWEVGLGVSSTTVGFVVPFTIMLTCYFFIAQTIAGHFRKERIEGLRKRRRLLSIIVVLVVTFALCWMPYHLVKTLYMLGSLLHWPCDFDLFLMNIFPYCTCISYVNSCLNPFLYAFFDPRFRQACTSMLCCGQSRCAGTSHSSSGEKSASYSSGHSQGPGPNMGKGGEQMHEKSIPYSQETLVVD
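Incubation: overnight seeding, 90 min compound at 25 °C, 1 h detection; test system: PathHunter CHO-K1 APJ (AGTRL-1) beta-arrestin reporter cells; amount: 1000 cells/well; doses: one dose, 20 µM compound, 1% DMSO; measured by: beta-gal luminescence; measure: agonist-driven arrestin binding to APJ; benchmarks: negative DMSO alone, positive Apelin-13 at 10 nM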
tim23-1 inh = growth inhibitors of tim23-1 mutant yeast, primary screen, luminescence, uHTS | S. cerevisiae tim23-1 growth, BacTiter-Glo luminescence, 24 h | inhibition, % at 20 µM | 330,000 compounds, 1.3% hits;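 active means growth inhibition of the mutant yeast at or above 50%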;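 further: temperature-sensitive mutant grown at 25 °C; plate controls were DMSO-treated mutant yeast for no effect and medium wells lacking yeast for full effect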
NALP3 yeast inh = NALP3 inflammasome inhibitors in reconstituted yeast, primary screen, luminescence, uHTS; inhibition, % at 10 µM; 330,000 compounds, 0.39% hits; Yeast reconstituted NLRP3/ASC/caspase-1, beta-gal luminescence, 24 h; AID 2825, 2010;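 active means inhibition of 50% or more; inactive means inhibition below 50%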;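 further: plate controls were induced DMSO wells for no effect and uninduced yeast grown without galactose for full effect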
APJ antagonist = antagonists of human apelin receptor APJ, primary screen, CHO-K1 cells, beta-arrestin complementation, luminescence; P35414; inhibition, % at 20 µM; 330,000 compounds, 0.32% hits; AID 2521, 2010;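 active means inhibition above about 40% at 20 µM, limit read from the data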;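 further: cells challenged with 10 nM apelin-13 agonist together with compound; plate controls were apelin-13 plus DMSO wells for no effect and DMSO wells lacking apelin-13 for full effect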
beta cell repl = inducers of MIN6 beta-cell proliferation, primary screen, ATP luminescence, uHTS; proliferation, % at 10 µM; MIN6 cells proliferation, ATPlite luminescence, 48 h; cells starved in 0.2% serum; 100% = growth in 10% serum; 330,000 compounds, 0.29% hits; AID 2380, 2010;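 active means compounds whose signal lies at least 3.5 SD above the mean of all wells on their plate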;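 further: 0% = DMSO-treated cells in low-serum medium and 100% = 10% serum control; some compounds called inactive have numbers as strong as hits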
NR3A LBD binder = binders of NR3A ligand-binding domain, primary screen, biophysical, differential scanning fluorimetry, uHTS. Glutamate receptor ionotropic, NMDA 3A (GRIN3A) ligand-binding domain. NR3A LBD differential scanning fluorimetry, Tm shift; 0% = protein alone, 100% = glycine-bound protein. Tm shift relative to glycine control, % at 25 µM. 340,000 compounds, 2.5% hits. AID 1259313, 2017;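 active means melting temperature shift of at least 10% of the positive control shift, at one fixed dose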
tim10-1 inh = growth inhibitors of tim10-1 mutant yeast, primary screen, luminescence, uHTS; S. cerevisiae tim10-1 ts strain growth, BacTiter-Glo, 24 h; inhibition, % at 20 µM; 330,000 compounds, 2.2% hits;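 active means inhibition of at least 40%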;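 further: mutant grown at 25 °C; 0% = DMSO wells with yeast and 100% = wells holding no yeast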
TIM10 inh = growth inhibitors of isogenic TIM10 control yeast, primary screen, counter-screen for tim10-1 yeast inhibitor project, luminescence, uHTS; S. cerevisiae TIM10 strain growth, BacTiter-Glo luminescence, 24 h; inhibition, % at 10 µM; 330,000 compounds, 1.4% hits; AID 463195, 2010;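 active means inhibition of 40% or more at the single tested concentration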;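 further: wild-type TIM10 isogenic control strain grown at permissive 25 °C; 0% = DMSO yeast wells and 100% = minimal medium wells without yeast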
MPTP block = mitochondrial permeability transition pore inhibitors, primary screen, biochemical, isolated mouse mitochondria, absorbance. Ca2+ swelling absorbance, 30 min. inhibition, % at 10 µM. 360,000 compounds, 1.4% hits. AID 602449, 2012;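 active means inhibition of 50% or more, scaled per plate between neutral and stimulator controls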;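 further: 0% = DMSO wells given calcium and 100% = 1 mM EGTA wells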
Starred values were filed as active, the others as inactive; nt = no result given.

SMILES	APJ agonist	tim23-1 inh	NALP3 yeast inh	APJ antagonist	beta cell repl	NR3A LBD binder	tim10-1 inh	TIM10 inh	MPTP block
CCOc1ccc(NC(=O)c2c(NC(=O)CN3CCCC3)sc3c2CCC3)cc1	2.2	27.6	23.0	3.6	3.3	1.8	25.0	5.0	1.2
COc1ccc(-c2cc(C(=O)OCC(=O)NC(C)(C)C)c3ccccc3n2)cc1	-5.1	27.8	20.1	-3.3	-3.5	nt	28.0	3.8	-5.1
CC(C)C[C@H](CO)N(Cc1ccccc1)S(=O)(=O)N(Cc1ccccc1)[C@@H](CO)CC(C)C	-0.9	42.7	9.5	-13.0	-6.2	3.4	17.3	25.9	24.1
COc1cccc(C2=NN(C(=O)c3ccc(C)o3)C(O)(C(F)(F)F)C2)c1 (centres undefined)	-3.8	-15.1	24.6	22.8	-0.9	0.2	-6.1	-42.6	-1.4
CCn1nnnc1-c1ccc(OC)c(S(=O)(=O)Nc2ccc(C)c(C)c2)c1	2.6	3.1	0.3	-3.0	0.0	8.2	2.3	-11.2	-5.7
Cc1nnc(SCc2cc(=O)[nH]c(=S)[nH]2)s1	-2.0	5.6	9.5	-6.6	-2.3	1.2	-5.0	7.8	-3.0
CCn1c(SCC(=O)NC2CCCc3ccccc32)nnc1-c1cccs1 (centres undefined)	-0.9	21.8	15.5	11.6	3.1	-2.8	15.8	5.3	-0.2
CC(C)(C)S(=O)(=O)c1cnc(N2CCCC2)nc1N	0.7	-4.8	25.2	10.1	-2.7	-0.6	-6.8	23.8	2.2
CCOC(=O)c1nnc(-c2ccc(C)cc2)nc1N1CCSCC1	-2.2	39.1	6.7	10.6	-0.6	-2.2	28.7	27.1	0.5
COC(=O)c1cc(S(=O)(=O)NCc2ccc(F)cc2)cn1C	0.3	25.1	16.9	7.6	-1.3	-1.6	13.6	1.0	0.7
Cn1c(CC(=O)Nc2ccc(Cl)c(Cl)c2)n[nH]c1=S	1.5	1.0	11.8	3.3	-3.8	1.5	-2.5	-4.9	-0.2
COc1ccccc1N1CCN(c2nc3ccccn3c(=O)c2C=O)CC1	-2.0	15.1	30.3	9.5	0.0	1.6	15.2	18.6	-1.9
COc1ccc(C(=O)c2coc(-c3ccccc3C(=O)O)c2C(=O)O)cc1	-2.2	-6.2	-2.6	-3.2	1.4	-3.2	5.0	-6.9	-0.9
CCc1cc2c(-c3ccccc3)cc(=O)oc2cc1OCC(=O)NCC1CCC(C(=O)O)CC1 (centres undefined)	-2.3	1.3	-2.7	-31.2	-1.3	-1.8	11.1	3.8	-0.6
Oc1cccc(Nc2ccccc2)c1	-2.4	-8.3	23.4	9.7	-4.9	-7.2	-12.9	-9.0	0.6
O=C(Sc1nnc(-c2ccccc2)o1)N1c2ccccc2Sc2ccccc21	7.0	45.4	31.6	-46.1	-3.7	-10.0	24.6	18.3	-0.9
O=C(c1cc(Cl)ccc1O)N1CCN(S(=O)(=O)c2cccs2)CC1	1.0	18.9	15.5	25.2	0.0	-0.3	10.1	1.8	-1.2
Cc1ccc(NC(=O)CCn2nnc3ccccc32)cc1	-1.3	1.6	17.3	3.3	1.1	-2.8	3.5	20.8	-0.3
O=C(O)c1ccc(NC(=O)c2ccco2)c(NC(=O)c2ccco2)c1	-4.0	11.7	16.8	6.0	-1.2	-3.1	-16.1	-2.5	0.1
COCCCNc1ccc([N+](=O)[O-])cc1C(=O)Nc1cccc(C)n1	-1.6	17.8	3.4	18.2	1.8	-1.1	28.4	25.0	2.0
O=c1c2ccccc2nc(SCc2ccccc2)n1CC1CCCO1 (centres undefined)	-3.3	27.0	11.4	21.6	1.5	0.1	-0.5	14.6	1.4
O=C(CSc1nnc2ccc3ccccc3n12)N1CCOCC1	-4.7	2.1	4.2	-6.1	4.7	-7.5	-15.2	7.7	-0.6
COC(=O)c1cccc(CSc2nc3ccccc3[nH]2)c1	-0.3	8.3	27.5	-14.7	-3.6	-1.4	16.3	22.7	24.9
O=S1(=O)CC2SC(=S)N(c3ccccc3)C2C1 (centres undefined)	-0.4	12.4	9.4	14.2	-0.6	0.2	-1.1	13.8	1.8
CC(C)(C)c1ccccc1OCC(=O)NCCCn1ccnc1	-0.7	-18.5	14.4	9.8	1.1	-1.2	-15.4	16.4	-4.6
O=C(NCCc1c[nH]c2ccccc12)C1CCN(c2nnc(N3CCCC3=O)s2)CC1	-2.7	-3.0	6.6	-2.9	-4.1	-2.9	4.7	0.1	0.6
CCOc1ccccc1-n1nnnc1SCc1nc2ccccc2s1	-2.7	29.5	28.1	-8.7	-1.7	2.0	21.9	25.9	-1.2
CCN(CC)c1ccc(NC(=O)Cn2cc3c(n2)CCC(C)C3)c(C)c1 (centres undefined)	0.5	4.2	21.1	-29.8	-5.9	-0.8	17.4	3.7	-0.1
O=C(O)Cc1sc(-c2cccnc2)nc1-c1ccc(Br)cc1	-1.0	7.2	-2.5	-6.0	-1.0	-0.5	4.3	4.0	-1.2
CC1CCN(C(=O)c2ccc(N3CCOCC3)c([N+](=O)[O-])c2)CC1	-2.0	1.1	10.6	7.7	1.5	0.3	-1.2	-5.1	-1.0
Cn1c(=O)c2c(nc(NCCNC(=O)c3ccco3)n2Cc2ccccc2F)n(C)c1=O	-4.9	8.3	6.1	3.4	-0.9	-2.2	-7.2	-1.9	0.0
COc1ccc(C/C(C)=N/NC(=O)C2COc3ccccc3O2)cc1 (centres undefined)	-2.2	15.1	4.8	13.1	-4.4	1.1	3.2	8.8	1.1
Cc1ccccc1-n1nnnc1Sc1nnnn1-c1ccccc1	0.7	-44.5	46.8	-21.4	-5.8	3.2	-33.8	-13.7	-1.7
COc1ccc(-c2nn(-c3ccccc3)cc2/C=C/C(=O)OCC(=O)Nc2cccc(C#N)c2)cc1	-1.1	-1.1	14.7	-0.3	-4.0	25.2*	6.9	2.8	7.9
Cc1[nH]c(=O)c(C#N)c(C)c1CSc1ncccn1	1.7	-2.4	9.9	3.4	-1.5	2.9	-0.4	-4.3	0.8
CC(C)[C@H](NC(=O)c1ccccc1)C(=O)OCC(=O)N1CCCCCC1	-1.9	5.4	4.6	10.3	-2.7	-3.4	-6.6	-6.9	2.3
O=C(CN1C(=O)CSC1=O)c1ccccc1	-4.3	6.5	4.4	16.3	-1.5	-1.7	12.2	19.7	-0.9
CC(C)CN1CCC(=O)N(CCN=[N+]=[N-])CC1	4.4	8.1	-4.4	-13.2	-2.8	-5.2	-5.0	9.3	-1.3
CCC(C)NC(=S)N1CCN(C)CC1 (centres undefined)	-2.1	13.9	-1.1	-13.2	0.9	-0.3	16.3	-12.0	nt
CCN1CCN(c2ccc(S(=O)(=O)N3CCOCC3)cc2NC(=O)/C=C/c2ccc(OC)c(OC)c2)CC1	1.3	5.0	29.5	13.3	0.0	0.8	-11.4	-4.0	0.0

Continued; it opens with the 2 that closed the last part.
SMILES	APJ agonist	tim23-1 inh	NALP3 yeast inh	APJ antagonist	beta cell repl	NR3A LBD binder	tim10-1 inh	TIM10 inh	MPTP block
CCC(C)NC(=S)N1CCN(C)CC1 (centres undefined)	-2.1	13.9	-1.1	-13.2	0.9	-0.3	16.3	-12.0	nt
CCN1CCN(c2ccc(S(=O)(=O)N3CCOCC3)cc2NC(=O)/C=C/c2ccc(OC)c(OC)c2)CC1	1.3	5.0	29.5	13.3	0.0	0.8	-11.4	-4.0	0.0
COC(=O)c1cn(NC(=O)c2cccc(F)c2)c(=O)c2ccccc12	-1.1	-0.5	11.1	-3.7	-0.7	2.2	16.9	-6.5	-0.7
Cc1noc(C)c1C(=O)OC(C)C(=O)Nc1ccc(C(N)=O)cc1 (centres undefined)	-3.8	8.4	13.2	5.7	-5.2	0.6	10.4	-5.6	0.6
CCn1cc(S(=O)(=O)Nc2cccnc2)cn1	5.5	7.0	14.1	44.5*	-2.3	-0.9	4.8	-8.3	-1.0
O=C(CSc1nccn1-c1ccc(F)cc1)NCc1ccc(F)cc1	-0.2	3.4	-8.6	5.1	-3.6	0.7	19.6	1.0	-1.4
CCCCn1c(C(C)NC(=O)CCC)nc2ccccc21 (centres undefined)	-5.3	-0.3	4.6	10.7	0.2	-2.5	4.1	-1.1	0.8
CCCCC(O)(c1ccccc1)C(CN1CCOCC1)c1ccccc1 (centres undefined)	-1.2	39.5	4.3	6.8	-1.4	1.2	37.6	17.4	-1.3
O=C(O)c1cccc(NC(=O)c2ccccc2NC(=O)c2cccc([N+](=O)[O-])c2)c1	-1.0	-3.2	15.0	3.0	-1.1	0.3	-7.0	-9.3	0.4
CSc1cccc(NC(=S)Nc2cc(C)ccc2C)c1	-5.9	14.0	15.3	16.2	-6.5	7.7	29.7	7.1	37.1
COc1ccc(/C=C/C(=O)O)cc1S(=O)(=O)N1CCc2ccccc2C1	-4.7	22.9	5.6	-3.2	-1.6	-1.3	13.6	27.0	-1.0
O=C(O)/C=C/C(=O)NC1CCS(=O)(=O)C1 (centres undefined)	-0.8	-1.6	1.7	2.4	-1.8	-1.2	11.3	1.1	-0.5
CCOC(=O)NN1C(=O)c2ccccc2NC1c1cccnc1 (centres undefined)	-0.9	1.1	19.2	7.8	-2.1	0.8	-9.8	7.3	-4.5
CCOc1ccc(CNC23CN4CN(CN(C4)C2)C3)cc1	0.5	5.4	15.5	19.2	-1.2	0.7	-17.6	-2.2	-0.6
O=C(NCCN1CCOCC1)c1ccc(Cl)c(S(=O)(=O)NCc2ccccc2)c1	-2.3	9.7	4.4	-8.3	-0.2	1.7	2.3	-6.1	0.4
Cc1c(Br)cc(C(=O)NCCCN2CCOCC2)c(C)c1C	-1.2	11.2	22.6	2.0	-2.8	-1.1	2.3	-16.5	0.9
Cc1c(OCC(=O)C(C)(C)C)ccc2c3c(c(=O)oc12)CCCC3	-1.2	8.6	28.7	22.4	1.0	0.6	-7.6	-113.7	3.5
Cc1cccc(N(CC(=O)N2CCN(C)CC2)S(=O)(=O)c2ccccc2)c1	-1.5	12.4	15.1	3.9	-4.2	1.1	-2.0	-12.9	-0.7
Cc1cc(C)c2sc(NC(=O)C3CC3)nc2c1	-1.1	61.0*	44.6	-19.6	-1.1	0.1	46.6*	42.3*	-2.0
Cc1ccccc1NC1=C(Cl)C(=O)OC1NC(=O)c1ccccc1 (centres undefined)	-0.1	6.0	0.1	-30.2	-1.2	2.1	-6.2	-3.5	-0.7
CCOCCCNc1nc(C(F)(F)F)nc2c1nnn2Cc1ccccc1Cl	-0.4	7.8	4.3	0.6	-1.2	-5.1	12.8	-9.1	3.1
COc1cc(S(=O)(=O)N(Cc2cccs2)C2CC2)ccc1-n1cnnn1	-2.0	21.3	3.3	-10.8	-4.0	0.5	20.6	22.2	-0.6
N#Cc1c(NC(=O)c2ccc(N3CCOCC3)c([N+](=O)[O-])c2)sc2c1CCCC2	-1.3	-17.7	-0.7	23.3	-2.5	2.2	5.4	-8.4	-13.4

Bioassay records (PubChem)
